Compound activity (PubChem BioAssay)
MITF TRPM1 inh: MITF TRPM1 promoter inhibition in SK-MEL-5 cells. 330,000 tested, 0.83% active. AID 488899. SK-MEL-5 TRPM1 promoter luciferase, 24 h. inhibition, % at 12.5 µM;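 active = mean inhibition across replicates of 60% or more, whatever share of single replicates reaches that level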; note: values of inactives mirror those of a sister screen read the other way
Vif imaging: inhibitors of HIV Vif; HEK293T cells, Vif self-association by quenched fluorescence, imaging, 24 h; inhibition, % at 7.49 µM; 340,000 tested, 0.35% active; AID 602346; in the data active = inhibition above about 50%, passing the limit was not always enough; note: some results filed as inactive read as strong as hits
NR2E3 ag-1: NR2E3 (human) agonism | GST-NR2E3/biotin-RetCOR TR-FRET, 1536-well | Q9Y5X4 | inhibition of corepressor binding, % at 4.78 µM | 320,000 tested, 0.12% active | AID 2300;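 active = percent inhibition above the cutoff of mean plus 3 SD of all tested compounds, set per screening campaign, cut at about 20% in these data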;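 note: 0% = DMSO wells and 100% = biotin wells as full block of FRET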
Target sequence (Q9Y5X4 whole entry, looked up): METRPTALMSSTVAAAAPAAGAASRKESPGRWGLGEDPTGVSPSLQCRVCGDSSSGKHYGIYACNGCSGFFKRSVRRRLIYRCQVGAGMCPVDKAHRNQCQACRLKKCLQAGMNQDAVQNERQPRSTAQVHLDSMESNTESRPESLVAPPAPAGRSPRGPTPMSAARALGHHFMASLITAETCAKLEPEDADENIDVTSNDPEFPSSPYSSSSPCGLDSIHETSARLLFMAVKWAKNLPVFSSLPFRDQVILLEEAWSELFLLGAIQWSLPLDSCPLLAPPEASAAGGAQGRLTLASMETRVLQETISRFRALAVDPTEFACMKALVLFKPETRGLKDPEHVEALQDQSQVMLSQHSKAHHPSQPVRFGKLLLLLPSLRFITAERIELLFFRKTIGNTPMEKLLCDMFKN
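System: GST-NR2E3 and biotin-RetCOR proteins; probe or stimulus: 7 nM biotin-RetCOR; doses: compound at 4.8 µM, single dose; schedule: Compound–protein incubation for 5 h at 4 °C; detection: time-resolved FRET; read-out: percent inhibition; controls: biotin wells as high control, 0.6% DMSO wells as low control; format: 1536-well plates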
Peg3 prom inh: Peg3 promoter activity inhibition | HeLa PEG-Prom luciferase reporter, luminescence, overnight | inhibition, % at 20 µM | 360,000 tested, 1.7% active;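 active = inhibition of at least 50% at 20 µM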
NR2E3 ag-2: human photoreceptor-specific nuclear receptor agonism; Q9Y5X4; CHO-S Gal4-NCOR/VP16-NR2E3 two-hybrid, luciferase; inhibition of corepressor binding, % at 3.98 µM; 360,000 tested, 0.35% active; AID 602229;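 active = inhibition above the mean of all tested compounds plus 3 SD, cut at about 70% in these data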;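 note: 0% = DMSO with NR2E3 transfected cells and 100% = cells lacking NR2E3 construct; higher means lower luciferase signal from less NR2E3 corepressor binding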
aDG glyco act: alpha-DG glycosylation activation; Pro5-aDG cells, alpha-DG glycosylation AlphaScreen (IIH6); 0% Pro5, 100% B10-LARGE cell signal; activation, % at 10 µM; 360,000 tested, 0.22% active; AID 624168;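 active = activation of at least 8% versus controls, or a plate z-score of at least 8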;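 note: Pro5 are CHO cells carrying HIG-tagged alpha-DG that lacks glycosylation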
PDI turbidity: PDI (human) enzyme inhibition. inhibition, % at 10 µM. AID 588391. PDI insulin aggregation turbidity, A650, 90 min. 350,000 tested, 0.052% active. P07237;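 active = mean inhibition across replicates of 30% or more, whatever share of single replicates reach that level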;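 note: absorbance from insulin aggregation driven by PDI reduction with DTT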
Target sequence (P07237 whole entry, looked up): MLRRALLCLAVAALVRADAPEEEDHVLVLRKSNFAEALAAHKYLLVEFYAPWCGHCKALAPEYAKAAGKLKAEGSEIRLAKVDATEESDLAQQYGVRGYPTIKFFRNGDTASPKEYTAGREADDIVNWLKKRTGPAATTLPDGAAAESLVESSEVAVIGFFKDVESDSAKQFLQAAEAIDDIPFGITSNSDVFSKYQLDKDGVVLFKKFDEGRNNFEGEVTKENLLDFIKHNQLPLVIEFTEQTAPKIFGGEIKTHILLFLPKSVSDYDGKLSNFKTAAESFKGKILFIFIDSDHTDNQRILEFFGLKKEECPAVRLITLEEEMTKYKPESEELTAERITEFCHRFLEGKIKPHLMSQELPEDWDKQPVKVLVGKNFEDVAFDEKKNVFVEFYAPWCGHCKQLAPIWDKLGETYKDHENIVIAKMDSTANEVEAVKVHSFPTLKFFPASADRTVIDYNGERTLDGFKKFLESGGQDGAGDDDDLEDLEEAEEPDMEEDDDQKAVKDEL
Granule exo inh: lytic granule exocytosis inhibition; TALL-104 LAMP-1 surface exposure, flow cytometry; cells stimulated with thapsigargin and PMA; inhibition, % at 10 µM; 360,000 tested, 0.66% active;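 active = inhibition above about 55%, limit read from the data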
CaV13 ICDI inh: Disruptors of the CACNA1D IQ motif to Ca2+-dependent inactivation inhibitor domain association, primary screening, Förster resonance energy transfer in intact living …. HEK cells, CFP/YFP FRET ICDI-IQ, plate reader, 10 min; percent FRET-ratio fall versus neutral wells. inhibition, % at 12.3 µM. 340,000 tested, 0.098% active. AID 743397;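 active = mean replicate inhibition of at least 30% and at least 1% of replicates passing that level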;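 note: 0% = median of the neutral control wells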
hiPSC survival: increases survival of single human iPS cells. 360,000 tested, 0.044% active. survival enhancement, % at 20 µM. hiPSC single-cell survival, ATPlite luminescence; 100% = ROCK inhibitor wells, 0% = DMSO; in the data active = survival enhancement above about 18%;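 note: cells exposed to compounds for 16 hours before the ATP read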
HIF-2a inh: blocks HIF-2a reporter activity; 786-0 RCC cells HIF-2a reporter, luciferase luminescence, overnight; inhibition, % at 18.8 µM; 360,000 tested, 0.72% active; AID 624352;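 active = inhibition of the luminescence signal of 40% or more relative to plate controls, in a single-dose primary screen at 18.75 µM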
Numbers without * were called inactive; · = no result given. Compounds were not picked by outcome, and some 3.5% of all compounds hit somewhere here.

SMILES	MITF TRPM1 inh	Vif imaging	NR2E3 ag-1	Peg3 prom inh	NR2E3 ag-2	aDG glyco act	PDI turbidity	Granule exo inh	CaV13 ICDI inh	hiPSC survival	HIF-2a inh
CCN(CC(O)COCc1ccc(Cl)cc1)C1CCCCC1 (stereo unspecified)	-14	-3	4	6	12	-0.6	11	5	-2	1.5	13
Cc1ccc(OCc2ccccc2Br)c([N+](=O)[O-])n1	-12	-11	-1	-98	-47	0.0	2	14	-7	-0.4	-98
CCc1ccccc1N(C(=O)c1ccco1)C(C(=O)NC1CCCC1)c1cccnc1 (stereo unspecified)	-2	4	-3	15	7	0.2	-1	3	-3	-0.7	16
CCOC(=O)N1CCN(Cc2nc3cc(NC(=O)c4cccs4)ccc3n2C)CC1	2	-20	0	-7	-19	0.1	-4	0	-4	0.5	0
CCOC(=O)c1c(C)[nH]c(C(=O)COC(=O)CNC(=O)c2ccc(Cl)cc2)c1C	0	7	2	34	-14	0.0	-3	-1	-6	-0.7	11
C[C@@H]1CN([C@H](C)CO)C(=O)CCCn2nncc2CO[C@H]1CN(C)S(=O)(=O)c1cccc(C#N)c1	·	1	·	0	-11	0.1	8	-4	-6	-1.2	-4
COc1ccc(C(=S)N2CCOCC2)cc1OC(=O)c1cc([N+](=O)[O-])c(C)c([N+](=O)[O-])c1	12	22	3	8	-20	0.1	6	2	-4	0.5	0
O=C(CSc1ccc(Cl)cc1)N1N=CCC1c1ccccc1 (stereo unspecified)	-55	-5	1	-8	-16	0.1	-1	-1	-18	0.6	-36

The list goes on.
SMILES	MITF TRPM1 inh	Vif imaging	NR2E3 ag-1	Peg3 prom inh	NR2E3 ag-2	aDG glyco act	PDI turbidity	Granule exo inh	CaV13 ICDI inh	hiPSC survival	HIF-2a inh
CCCS(=O)(=O)NC(=O)C1(C)CCN(C(=O)c2ccnc(Cl)c2)C1 (stereo unspecified)	·	4	·	18	8	0.0	5	2	-7	2.9	5
COCCCn1c(SCC(=O)Nc2cccc(C(=O)OC)c2)nnc1-c1ccncc1	-1	1	-1	0	-18	0.1	-1	0	-4	-1.0	15
COc1cccc(S(=O)(=O)N(C)C[C@@H]2OCc3cnnn3CCCC(=O)N([C@H](C)CO)C[C@H]2C)c1	·	1	·	-4	17	-0.1	2	-2	-6	-0.3	3
C=CCNC(=O)c1csc(-c2ccccc2)n1	-24	-8	2	-33	-17	0.0	2	-1	-3	-1.0	-71
Cc1cc(C)c(S(=O)(=O)NCc2ccc3c(c2)OCO3)c(C)c1	6	-2	·	25	-6	0.0	-3	-9	-20	0.0	6
COc1ccccc1Sc1nc(-c2ccccc2)ncc1OC	20	-4	-3	20	-10	1.3	-12	-5	-7	-2.4	8
COc1cc(CN2CCN(C(=O)c3cccc4ccccc34)CC2)cc(OC)c1OC	-3	-6	-1	20	-8	0.0	4	1	-4	-0.6	12
CCOc1ccccc1NC(=O)C(=O)CC(=O)c1cccc(OC)c1	9	-11	0	20	5	0.1	2	-2	-17	-0.9	23

New compounds follow
SMILES	MITF TRPM1 inh	Vif imaging	NR2E3 ag-1	Peg3 prom inh	NR2E3 ag-2	aDG glyco act	PDI turbidity	Granule exo inh	CaV13 ICDI inh	hiPSC survival	HIF-2a inh
CC1(C)Cc2c(c(N3CCOCC3)nc3sc4c(NCCN5CCOCC5)nnnc4c23)CS1	2	8	2	23	-1	-0.1	1	0	-3	-0.5	34
O=C(CN(Cc1ccc(F)cc1)C(=O)c1csnn1)NCc1ccccc1	8	3	-1	2	1	0.0	8	-6	-2	1.1	7
CN(C)S(=O)(=O)Oc1ccsc1C(=O)Nc1ccccc1Cl	-14	·	1	4	-4	0.1	0	1	-5	0.6	9
COc1ccc(NC(=O)CC2C(=O)N(C)C(=S)N2CCc2ccc(F)cc2)cc1 (stereo unspecified)	·	·	1	27	-11	0.4	7	0	-16	-0.3	-12
Cc1ccc(C(=O)N(Cc2cccs2)C2CCS(=O)(=O)C2)cc1 (stereo unspecified)	-11	2	1	9	-11	0.3	0	0	-8	-0.6	-2
O=S(=O)(NCCS(=O)(=O)N1CCN(c2ccccc2)CC1)c1ccc(F)cc1	6	-4	2	-4	12	0.2	-3	1	-1	-0.5	9
O=C(Nc1scc(-c2cccs2)c1C(=O)O)c1cccs1	-20	5	4	-224	-46	0.3	4	-2	·	-3.8	-156
CCOC(=O)Nc1ccc(NS(=O)(=O)c2ccc(C)cc2)cc1	7	6	1	16	-21	-0.1	0	0	-5	-1.9	18

(more compounds)
SMILES	MITF TRPM1 inh	Vif imaging	NR2E3 ag-1	Peg3 prom inh	NR2E3 ag-2	aDG glyco act	PDI turbidity	Granule exo inh	CaV13 ICDI inh	hiPSC survival	HIF-2a inh
O=C(CN1C(=O)NC2(CCc3ccccc32)C1=O)c1cccs1 (stereo unspecified)	-6	-1	·	-6	-20	0.0	-11	-4	-4	-0.2	-6
Cc1ccc2cccc(SCC(=O)Nc3ccc(F)cc3)c2n1	-5	1	-1	-4	-8	-0.1	16	-5	-21	0.3	-6
CC(=O)N1CCC(C(=O)OCc2ccc(Cl)cc2)(c2ccccc2)CC1	4	-11	1	7	18	0.2	3	6	-2	2.1	10
Cc1cc(Cl)ccc1NC(=S)NCc1ccc(F)cc1	13	1	1	3	-38	-0.1	-3	27	-20	-0.7	9
Cc1cc(C(=O)OCC(=O)N2CCc3ccccc32)c(C)o1	-50	-9	1	-228	-50	0.1	-1	-9	-6	-2.0	-81
COc1ccc(-n2c(=O)cc(N3CCc4ccccc43)[nH]c2=O)cc1	8	2	-1	0	-8	-0.2	4	5	-8	0.5	-3
COc1ccc(Cl)cc1NC(=O)C1CCN(C(=O)C2CC(=O)N(c3ccc(C)cc3)C2)CC1 (stereo unspecified)	0	-5	1	4	-2	0.0	-4	-4	-3	0.6	7
O=C1c2ccccc2C(=O)N1COc1ccc(S(=O)(=O)N2CCOCC2)cc1[N+](=O)[O-]	-3	11	-1	21	-20	0.0	6	9	-3	0.1	3

Next section:
SMILES	MITF TRPM1 inh	Vif imaging	NR2E3 ag-1	Peg3 prom inh	NR2E3 ag-2	aDG glyco act	PDI turbidity	Granule exo inh	CaV13 ICDI inh	hiPSC survival	HIF-2a inh
CCCC(=O)Nc1nc(C)c(-c2csc(Nc3cc(OC)ccc3OC)n2)s1	10	0	0	28	22	0.2	-3	-3	-7	-0.2	27
O=C(NNC(=O)C1CC1c1ccccc1)Nc1ccccc1 (stereo unspecified)	6	0	-3	-6	7	-0.2	13	-5	-5	0.5	7
CN(CCc1ccccc1)C(=O)c1cccc(NC(=O)Cc2cccc([N+](=O)[O-])c2)c1	11	-14	·	5	12	1.0	1	0	-5	-0.2	-8
COCCNC(=O)/C(C#N)=C1\N=C(N)c2ccccc21	11	-5	-4	7	-11	-0.3	-4	0	-7	-0.3	28
CCCCN1C(=O)C(=O)N(CC(=O)N2CCc3ccccc32)C1=O	14	4	-2	7	7	0.1	-15	12	-5	-0.8	10
Cc1ccc(S(=O)(=O)c2cc3c(=O)n4ccccc4nc3n(C)c2=N)cc1C	4	-6	2	20	-21	0.0	3	-1	3	0.1	23
COc1ccc(NC(=O)CN(C)C(=O)c2cc(-c3ccncc3)nc3ccccc23)cc1	2	-2	-3	21	6	-0.2	10	4	-7	0.2	4
CCN1C(=O)C(Cc2nc3ccccc3c(=O)n2C)c2ccccc21 (stereo unspecified)	22	-9	-1	2	-32	0.4	9	1	-5	-2.5	28

Part of the list above in a different format.
SMILES: CCCC(=O)Nc1nc(C)c(-c2csc(Nc3cc(OC)ccc3OC)n2)s1
  MITF TRPM1 inh: 10
  Vif imaging: 0
  NR2E3 ag-1: 0
  Peg3 prom inh: 28
  NR2E3 ag-2: 22
  aDG glyco act: 0.2
  PDI turbidity: -3
  Granule exo inh: -3
  CaV13 ICDI inh: -7
  hiPSC survival: -0.2
  HIF-2a inh: 27
SMILES: O=C(NNC(=O)C1CC1c1ccccc1)Nc1ccccc1 (stereo unspecified)
  MITF TRPM1 inh: 6
  Vif imaging: 0
  NR2E3 ag-1: -3
  Peg3 prom inh: -6
  NR2E3 ag-2: 7
  aDG glyco act: -0.2
  PDI turbidity: 13
  Granule exo inh: -5
  CaV13 ICDI inh: -5
  hiPSC survival: 0.5
  HIF-2a inh: 7

Remaining list, next part
SMILES	MITF TRPM1 inh	Vif imaging	NR2E3 ag-1	Peg3 prom inh	NR2E3 ag-2	aDG glyco act	PDI turbidity	Granule exo inh	CaV13 ICDI inh	hiPSC survival	HIF-2a inh
Cc1n[nH]c(=O)c2c(NC(=O)CSc3ccc(Br)cc3)oc(C)c12	1	12	-3	8	-1	0.0	-11	17	-2	0.1	7
Cc1ccc2cc(-c3noc(C4CCCO4)n3)c(=O)[nH]c2c1 (stereo unspecified)	-21	11	-1	-82	7	-0.1	-3	-4	-5	0.3	-122
Cc1ccc(S(=O)(=O)NCC[C@@]2(C)C3CCC2(C)C(=O)C3)cc1 (stereo partly specified)	-6	-1	1	16	-30	0.0	-3	-6	4	-0.5	10
CN=C1SC(CC(=O)Nc2sc3c(c2C#N)CCCC3)C(=O)N1C (stereo unspecified)	-3	-20	1	21	-4	0.0	-1	-5	·	8.3	-9
CC1=C(C(=O)OCCCBr)C(c2ccc3c(c2)OCO3)NC(=O)N1 (stereo unspecified)	-10	-6	0	16	26	-0.1	-3	1	·	-0.1	20
COC(=O)CC1(CC(N)=O)SCCS1	33	-3	·	-9	-16	0.0	2	8	-9	-1.3	-5
CC(C)n1nc(C(=O)NNC(=O)c2ccc(OC(F)F)cc2)c2ccccc2c1=O	4	-8	0	4	-10	0.0	-13	5	-2	-0.3	-4
O=S(=O)(c1ccccc1)n1cc(-c2ccccn2)c(N2CCOCC2)n1	15	-3	-2	20	-13	-0.2	-6	7	3	4.8	13

Further compounds
SMILES	MITF TRPM1 inh	Vif imaging	NR2E3 ag-1	Peg3 prom inh	NR2E3 ag-2	aDG glyco act	PDI turbidity	Granule exo inh	CaV13 ICDI inh	hiPSC survival	HIF-2a inh
Cc1ccc(Cl)cc1N1CCN(S(=O)(=O)c2cccc(S(=O)(=O)N3CCCC3)c2)CC1	7	-1	2	7	-4	0.1	4	77*	-1	0.9	13
Cc1ccc(NC(=O)c2ccc(OC(=O)C(C)Oc3ccc(Cl)cc3C)cc2)cc1 (stereo unspecified)	-67	-8	1	-203	-49	0.2	-5	-6	-5	-0.8	-143
O=c1n(Cc2ccccc2F)c2ccccc2n1Cc1ccccc1F	-1	-6	1	12	-3	-0.2	-10	4	-6	0.4	19
CC(=O)c1ccc(-c2cc([C@H]3[C@H]4C=CC[C@@H](C)[C@@H]4C(=O)N3Cc3ccccc3)ccc2F)cc1	4	-5	0	6	0	0.3	-8	58*	-5	1.7	18
